Screening results as filed in PubChem.
D2 PAM: positively modulates the human D2 dopamine receptor allosterically; P14416; HEK293 T-REx D2, calcium flux, EC20 dopamine potentiation; potentiation, % at 10 µM; 340,000 tested, 0.34% active; AID 485347;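 active = potentiation over 3 SD above the plate norm, cut at about 30% in these data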; also: 0% is about no effect
Target sequence (P14416 whole entry, looked up): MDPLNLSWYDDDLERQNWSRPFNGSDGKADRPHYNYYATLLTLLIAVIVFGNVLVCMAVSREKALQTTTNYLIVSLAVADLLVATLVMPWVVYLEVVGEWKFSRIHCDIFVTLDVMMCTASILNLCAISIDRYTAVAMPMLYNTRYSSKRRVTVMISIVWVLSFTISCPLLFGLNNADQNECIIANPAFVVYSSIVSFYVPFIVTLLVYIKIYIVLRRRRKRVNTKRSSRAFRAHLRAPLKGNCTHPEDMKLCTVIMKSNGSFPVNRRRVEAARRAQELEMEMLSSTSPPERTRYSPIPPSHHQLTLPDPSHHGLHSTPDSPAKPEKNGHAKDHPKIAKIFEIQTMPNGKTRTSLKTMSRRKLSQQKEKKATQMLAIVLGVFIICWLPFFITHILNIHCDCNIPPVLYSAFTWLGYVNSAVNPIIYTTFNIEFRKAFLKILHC
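Potentiation of an EC20 dopamine calcium response is measured in a force-coupled, tetracycline-inducible Hek293 Trex D2 line. Compound-only kinetic reads over 180 s flag agonists before dopamine addition.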
D1 antag: antagonists of human D1 dopamine receptor; 360,000 tested, 3.2% active; HEK293 TREx D1 cells, calcium flux, dopamine EC80; stronger effect = lower value; activity change, negative = inhibition, % at 10 µM; P21728; in the data active = activity change below about -30%; also: % is scaled to controls: 0 for no effect and ±100 for the full control effect
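Antagonism measured as reduced calcium response to an EC80 dopamine addition following 180 s compound pre-read; cells were inducible HEK293 Trex D1 plated overnight at 30 C, read kinetically at 1 cycle/sec.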
RXFP1 antag: antagonists of human relaxin receptor RXFP1; activity change, negative = inhibition, % at 57.5 µM; HEK293-RXFP1, relaxin-stimulated cAMP HTRF, 30 min; stronger effect = lower value; 350,000 tested, 0.59% active; Q9HBX9; AID 1259400;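 active = activity change of -60% or lower, but not beyond a set lower limit; inconclusive = change between -60% and -40%, or beyond the set limit; inactive = change above -40%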; also: % is scaled to controls: 0 for no effect and ±100 for the full control effect
TRHR enhancer: allosteric enhancers of human TRH receptor | P34981 | TRHR cells, fluo-8 calcium fluorescence, EC20 TRH enhancement | enhancement, % at 2 µM | 360,000 tested, 0.66% active | AID 493056; in the data active = enhancement above about 30%; also: 0% is about no effect
Target sequence (P34981 whole entry, looked up): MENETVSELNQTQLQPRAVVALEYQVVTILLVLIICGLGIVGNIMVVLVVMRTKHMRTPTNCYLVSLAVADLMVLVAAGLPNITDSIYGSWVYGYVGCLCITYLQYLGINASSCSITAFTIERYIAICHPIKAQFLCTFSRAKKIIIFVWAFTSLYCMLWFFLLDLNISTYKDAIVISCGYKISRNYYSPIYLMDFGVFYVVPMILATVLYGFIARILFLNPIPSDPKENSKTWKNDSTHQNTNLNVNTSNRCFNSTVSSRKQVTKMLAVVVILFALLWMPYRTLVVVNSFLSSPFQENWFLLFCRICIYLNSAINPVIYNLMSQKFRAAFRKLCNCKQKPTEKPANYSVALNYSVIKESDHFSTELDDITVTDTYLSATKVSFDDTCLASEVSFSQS
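TRHR-expressing cells loaded with fluo-8 calcium dye were read kinetically (ex 480/em 530) during compound addition, then stimulated with an EC20 of TRH (10 nM final). Enhancement of the Gq-mediated intracellular calcium response was scored.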
D1 ag: activates the human D1 dopamine receptor. P21728. HEK293 T-REx D1 cells, calcium flux, agonist mode. activation, % at 2 µM. 360,000 tested, 1% active. AID 504660; in the data active = activation above about 30%; also: 0% is about no effect
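Inducible HEK293 T-REx D1 cells, force-coupled to calcium signalling, were plated at 4000 cells/well with tetracycline and held overnight at 30 C. After no-wash calcium dye loading, compound-evoked calcium rise over 180 s flagged agonists.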
D2 ag: agonists of human D2 dopamine receptor; HEK293 T-REx D2 cells, calcium flux agonist mode; activation, % at 2 µM; 340,000 tested, 0.53% active;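 active = activation over 3 SD above normal in the single-dose calcium agonist read, cut at about 30% in these data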; also: 0% is about no effect
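Agonism is scored from calcium flux in a force-coupled, inducible HEK293 cell line expressing D2, read kinetically for 180 s after compound addition against dopamine controls.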
RXFP1 agonist: RXFP1 (human) receptor agonism; HEK293T-RXFP1 cAMP TR-FRET, 30 min; response scale: percent of porcine relaxin response, buffer zero; AID 2676; Potency, µM (doses to about 57.5 µM), inactives show at the top dose activation, actives largely listed as activators; Q9HBX9; 370,000 tested, 0.3% active; active = well fitted activation curve with a large enough effect; inconclusive = small, poorly fitted or top-dose-only effect; also: potency is read from the fitted curve at half-maximal effect; % is scaled to controls: 0 for no effect and ±100 for the full control effect; nearly all actives have a fitted effect of over 60% in size; many of its hits are not listed in these tables
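HEK293T cells stably expressing RXFP1 were pretreated with the PDE4 inhibitor Ro 20174, exposed to compounds for 30 min at 37C, lysed, and cAMP was read by TR-FRET. Data normalized to buffer (basal) and 29 nM porcine relaxin (100%).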
D1 PAM: human D1 dopamine receptor positive modulation | P21728 | HEK293 TREx D1 cells, calcium flux, dopamine EC20 potentiation | potentiation, % at 10 µM | 360,000 tested, 0.036% active | AID 504651; in the data active = potentiation above about 30%; also: 0% is about no effect
D2 antag: antagonizes the human D2 dopamine receptor; P14416; HEK293 TREx D2 cells, calcium flux, dopamine EC80; inhibition, % at 10 µM; 340,000 tested, 2% active; AID 485344; in the data active = inhibition above about 30%; also: 0% is about no effect
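Tetracycline-induced HEK293 T-REx cells expressing D2 force-coupled to calcium signalling were dye-loaded, exposed to compound for 180 s, then challenged with an EC80 of dopamine; calcium flux was followed kinetically for a further 180 s.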
Active calls of the source: *; ? = inconclusive; . = not tested or not shown; & = joins results of further samples.

Value order – D2 PAM, D1 antag, RXFP1 antag, TRHR enhancer, D1 ag, D2 ag, RXFP1 agonist, D1 PAM, D2 antag
CC(=O)N1CCc2c(sc(NC(=O)CN3C(=O)CCC3=O)c2C(N)=O)C1
  -12, 6, ., -5, 0, -0.8, -2.7%, -2, 11
CCOC(=O)c1c(C)[nH]c(C(=O)COC(=O)C(C)Oc2ccc(Cl)cc2Cl)c1C (stereo not drawn)
  1, 5, -6, -4, 12, 0.4, 1.7%, -7, -4
COc1ccc(OC)c(NC(=O)COCc2cc(-c3ccc(F)cc3)on2)c1
  3, 2, -38, 9, -1, ., 1.2%, 6, .
O=C(CCC1CCCN(C(=O)Cn2cnnn2)C1)NCc1ccc(F)c(F)c1 (stereo not drawn)
  1, 13, -9, 2, 0, 0.6, -0.7%, 3, -5
O=C(Nc1cccc(C(F)(F)F)c1)C1C2CC3OC(=O)C1C3C2 (stereo not drawn)
  -4, -9, 2, 0, 1, 0.6, -0.9%, -1, 14
C/C(=N/NC(=O)c1cc(O)c(O)c(O)c1)c1ccc([N+](=O)[O-])cc1
  0, 9, -16, 1, 6, 5.5, 0.4%, -1, -4
COc1cc(OC)cc(C(=O)NNC(=O)Cc2ccc(OC)c(S(=O)(=O)N3CCOCC3)c2)c1
  -15, 2, 4, -4, 5, -0.8, -1.0%, -4, 0
COc1cc2c(cc1NC(=O)CN1C(=O)NC3(CCc4ccccc43)C1=O)oc1ccccc12 (stereo not drawn)
  -2, -15, -12, -2, 2, 1.5, -0.4%, -9, 14
COC(=O)NNC(=O)COc1cc(C)c(Br)cc1C(C)C
  9, 3, -12, -12, 2, -8.7, -1.0%, 1, 13
Cc1ccccc1CC(=O)N1CCCC(CCC(=O)N2CCN(c3ccccn3)CC2)C1 (stereo not drawn)
  6, 7, -6, 2, 3, -0.1, 0.0%, -6, 13
CCOc1ccc(NC(=O)c2cc3sc(Cl)cc3n2CC)cc1
  -2, -12, -5, 1, 0, 0.8, 8.8%, 1, .
CC(C)Cc1ccc(C(C)C(=O)N2CCOCC2)cc1 (stereo not drawn)
  2, -13, 0, 12, 4, -0.9, 1.1%, -3, 8
COc1cc(C(=O)Nc2nc3c(s2)Cc2c(Br)ccc(OC)c2-3)cc(OC)c1OC
  -26, 2, -22, -4, 3, 3.7, -0.6%, -3, .
Cc1cnc(C(=O)OC(C)C(=O)c2c(C)[nH]c3ccccc23)cn1 (stereo not drawn)
  -11, 5, -12, -2, 1, -0.5, 1.1%, 4, -2
CCc1cc(=O)oc2cc(C)c(CN3CCCCC3)c(O)c12
  16, 7, -9, 1, -1, 0.0, 12%, 3, 14
CC1(C(=O)O)C=CCN1C(=O)c1ccccc1 (stereo not drawn)
  0, -17, ., -6, -2, 0.7, 2.4%, -4, 21
COc1ccc(-c2cc(=O)oc3c(C)c(OCC(=O)NCC4CCC(C(=O)O)CC4)ccc23)cc1 (stereo not drawn)
  -17, 3, 9, 17, 1, 0.2, -0.8%, -2, -16
CCOC(=O)C1CCCN(S(=O)(=O)c2cc(C(=O)OC)n(C)c2)C1 (stereo not drawn)
  6, -8, ., -2, 8, 0.2, 0.0%, -5, 10
Cn1c2ccccc2c(=O)c2cc(C#Cc3ccc(N)cc3)ccc21
  -4, 0, ., -2, 3, -0.1, 3.6%, 2, -7
CCOC(=O)c1c(C)[nH]c(C(=O)COC(=O)CCSc2ccccc2)c1C
  -6, -1, -15, 5, 10, -0.2, -0.3%, -2, -11

2 compounds from above with just D1 PAM:
| SMILES | D1 PAM |
| --- | --- |
| COC(=O)NNC(=O)COc1cc(C)c(Br)cc1C(C)C | 1 |
| Cc1ccccc1CC(=O)N1CCCC(CCC(=O)N2CCN(c3ccccn3)CC2)C1 (stereo not drawn) | -6 |

Next section.
Value order – D2 PAM, D1 antag, RXFP1 antag, TRHR enhancer, D1 ag, D2 ag, RXFP1 agonist, D1 PAM, D2 antag
O=C(NNC(=O)c1ccccc1O)c1ccc(S(=O)(=O)Nc2ccccc2F)cc1
  12, -2, -7, 3, 1, -0.4, -0.4%, -1, -14
Cc1cc(Nc2ccc(Br)cc2F)n2ncnc2n1
  2, 10, 7, -9, -2, -0.1, 0.3%, 1, 0
Cc1ccc(C)c(SCC(=O)NC(=O)Nc2ccc3c(c2)OCCO3)c1
  3, 8, 12, -5, 7, -1.3, 1.8%, -3, -10
NC(=O)c1c(NC(=O)C(=O)N2CCOCC2)sc2c1CCC2
  -2, 15, -14, 0, 2, -0.3, 0.3%, -6, 16
COc1ccc([N+](=O)[O-])cc1NC(=O)COC(=O)C1CC1
  -11, 9, 1, -6, 0, -0.1, 4.0%, 7, 16
Cc1ccc(N(CC(=O)NCc2ccc(F)cc2)C(=O)CCC(=O)Nc2ccccn2)cc1C
  ., 7, -9, -4, 0, -3.1, 1.0%, 0, -2
CC(C)OCCCNC(=O)c1ccc(N(C)S(C)(=O)=O)cc1
  3, 20, -1, 0, 3, -0.7, -0.5%, -3, 12
Cc1ccc(NC(=O)CCc2nnc3ccc(NCc4ccco4)nn23)nc1
  12, -5, 37, 8, 4, 5.8, 12%, 4, -4
CCOc1ccc(NC(=O)c2ccc(CNc3c(N4CCCC4)c(=O)c3=O)cc2)cc1
  ., -1, 6, 8, 4, ., 5.1%, 4, .
Cc1nc(N)[nH]c(=O)c1Oc1cccc(C(F)(F)F)c1
  12, 7, -10, 2, 1, -2.4, 1.4%, -4, -19
CCC(C)[C@H](NC(=O)N1CC(=O)Nc2ccccc21)C(=O)Nc1ccccc1C (stereo partly drawn)
  -7, -16, -20, -4, 2, 0.2, -1.7%, -3, -6
COc1ccc(C(=O)NNC(=O)CSc2nnc(COc3ccccc3OC)n2C)cc1
  6, 5, 13, 3, 2, -1.4, 0.6%, -3, 6
CCn1c(C(=O)N2CCCC(C(=O)N3CCN(c4ccccc4)CC3)C2)cc2sccc21 (stereo not drawn)
  -3, -10, -27, -4, 0, -0.1, 9.2%, -2, .
COc1ccc(Nc2ncnc3c2oc2ccccc23)cc1
  2, -1, -26, 18, 0, 1.5, -0.4%, -4, 0
CCOC(=O)c1[nH]c(C)c(CCC(=O)NCc2ccccc2C)c1C
  17, -17, -13, 14, -1, 0.7, -1.0%, -4, .
CC(NC(=O)c1ccc(N(C)C)cc1)C(c1cccs1)N1CCN(C)CC1 (stereo not drawn)
  ., 36, -9, -1, 1, -1.1, 0.0%, -4, 17
COc1cccc(-c2nc(Cc3ccc(OC)c(OC)c3)no2)c1
  3, -15, -2, 3, 9, -0.3, 0.4%, -5, -10
Cc1cc(=O)n2nc(N3CCC(C(=O)NC(C)c4ccccc4)CC3)sc2n1 (stereo not drawn)
  -1, -6, 7, -5, 2, 0.2, 3.0%, 12, -10
COc1ccc(C(=O)Nc2cc(OC)cc3cccnc23)cc1
  -4, 1, 8, -5, 2, 1.7, -1.7%, -3, -16
S=c1[nH]nc(-c2ccc(Cl)cc2)n1-c1ccc2c(c1)OCCO2
  2, 6, -31, 7, 1, -1.0, 2.6%, 1, 7
CSc1ccc(C(=O)NCC(c2ccco2)N(C)C)cc1[N+](=O)[O-] (stereo not drawn)
  -10, 10, -4, 14, 7, 1.0, -1.0%, ., 20
CC(=O)Nc1ccc(NC(=O)CSc2nc(C)nc3sc(C)c(C)c23)cc1
  2, -11, -22, -1, 4, ., 9.5%, -9, .
Cn1cc(CNCc2cn(C)nc2-c2ccc(C3CCCCC3)cc2)cn1
  0, -38*, -21, 18, 23, 5.0, 2.2%, -10, -3
O=C(c1ccc([N+](=O)[O-])cc1)N1CCSC1c1ccccc1 (stereo not drawn)
  -1, -9, -8, -5, 1, 0.0, -1.5%, 1, -5
COc1cccc(NC(=O)Cn2cc(C(=O)c3ccco3)c3ccccc32)c1
  -9, -4, -21, 1, 4, -0.5, -0.3%, -1, .
O=[N+]([O-])c1ccc(-c2ccc(S(=O)(=O)N3CCOCC3)cc2)cc1
  15, 9, -3, -2, -3, 0.1, 1.2%, 1, 3
CC(=O)Nc1ccccc1-c1nc2ccccc2n(CC(=O)c2ccc(Br)cc2)c1=O
  -2, -7, 0, -4, 5, -1.6, -3.9%, -2, .
CC(=O)Nc1ccc(/C=C/c2noc(-c3ccccc3O)n2)cc1
  -9&-7, -19&1, 14, -3&-10, 1&1, -1.3&0.9, -1.1%&3.9%, -2&-3, -19
Cc1sc2nc(CN(C(=O)c3cccs3)C3CCCC3)[nH]c(=O)c2c1C
  9, 13, -4, -9, 11, 0.4, 2.0%, 1, -1
O=C(O)C1C2C=CC(C2)C1C(=O)NCc1ccccc1F (stereo not drawn)
  2, 13, 9, 5, 2, 1.1, 1.7%, -6, -10
Cc1cc(C)c(S(=O)(=O)c2ccccc2C(C)C)c(=O)[nH]1
  12, -8, -15, 1, 3, 0.6, -2.1%, -4, 17
COc1cc(/C=N/Nc2ccccn2)cc(OC)c1O
  -4, -3, -25, 1, -2, 0.0, -2.5%, 1, -7
COCC(C)NC(=O)c1cc2c(ccc3ccccc32)oc1=O (stereo not drawn)
  -4, 25, -6, -5, -3, -0.4, 1.7%, -5, -5
O=c1o[nH]c(-c2ccccc2)c1C=Nc1ccc(Cl)cc1
  -5, 7, ?, -4, 8, 5.5, 0.0%, -5, 14
CSc1ccc(S(=O)(=O)NC2CC3CCC2C3)cc1 (stereo not drawn)
  1, -22, -2, -5, 1, -0.8, 0.8%, -2, 10
Cc1ccc2nc(N/N=C/c3ccccc3F)nc(-c3ccccc3)c2c1
  4, 1, -12, -1, 2, 1.5, 0.0%, 0, -2
O=C(N/N=C/c1cccc2nccnc12)c1ccncc1
  7, -15, 1, -1, 3, 1.2, 30%, -5, -6
CCN(CC)c1ccc(NC(=O)CSc2nc3ccccc3c(=O)n2-c2cc(S(=O)(=O)N(C)C)ccc2C)cc1
  -3, -17, 19, 0, 2, -4.7, 3.7%, 0, -19
CCN(CC)CCNC(=O)c1ccc(NC(=O)c2c(C)nn(-c3ccc(F)cc3)c2Cl)cc1
  -12, -8, -12, -1, 2, 0.1, 4.4%, -5, 41*
Cc1n[nH]c(C)c1CCCCOc1ccc([N+](=O)[O-])cc1
  -8, -39*, -3, 3, 13, -1.7, 0.5%, -7, -7
O=C(Cn1c(=O)nc(-c2ccccc2)c2cc(Cl)ccc21)N1CCN(c2ccc(F)cc2)CC1
  -7, -8, 2, -2, -1, -2.9, 1.9%, 2, .
COc1cccc(NC(=O)c2ccc3c(c2)N(C)CCS3)c1
  -12, -3, 8, -4, 2, 0.8, 8.0%, -6, -21
Cc1cc2ccccn2c1C(=O)c1ccc(Cl)cc1
  2, -27, 3, 3, 1, -1.0, -0.3%, -6, -14

Shown as a hit in D2 antag, among the entries above:
mol	D2 PAM	D1 antag	RXFP1 antag	TRHR enhancer	D1 ag	D1 PAM	D2 antag
CCN(CC)CCNC(=O)c1ccc(NC(=O)c2c(C)nn(-c3ccc(F)cc3)c2Cl)cc1	-12	-8	-12	-1	2	-5	41*

Only part of the results is shown. The share of hits here may be higher or lower than overall.
